High-throughput results deposited in PubChem BioAssay by several laboratories.
GLD-1 TGE inh: GLD-1-TGE RNA interaction inhibition (C. elegans) | inhibition, % at 5.96 µM | AID 2280 | hit rate 0.44% among 320,000 | purified GLD-1 + fluorescein TGE RNA, fluorescence polarization;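 active means percent inhibition above a per-plate cutoff, the plate mean of test compounds plus 3 SD, cut at about 30% in these data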;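 further: 0% = DMSO wells with GLD-1 and probe and 100% = wells lacking GLD-1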
Bcl-xL primary: inhibitors of human Bcl-xL | Q07817 | GST-Bcl-xL / FITC-Bim BH3 peptide fluorescence polarization | inhibition, % at 10.9 µM | hit rate 0.7% among 320,000;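 active means inhibition above the mean of all tested compounds plus 3 SD, cutoff set per campaign, cut at about 30% in these data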;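 further: 0% = DMSO wells and 100% = unlabeled Bim-BH3 peptide competitor; inhibitors lower millipolarization by displacing the labeled peptide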
Target sequence (Q07817 whole entry, looked up): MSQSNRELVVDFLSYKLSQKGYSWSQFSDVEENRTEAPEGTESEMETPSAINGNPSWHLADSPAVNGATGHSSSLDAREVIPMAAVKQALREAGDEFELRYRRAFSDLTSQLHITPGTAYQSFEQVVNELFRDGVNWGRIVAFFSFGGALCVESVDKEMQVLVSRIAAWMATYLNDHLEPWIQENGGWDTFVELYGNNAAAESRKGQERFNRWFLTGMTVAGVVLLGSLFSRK
Fam108B inh: counter-screen for RBBP9 inhibitors: inhibitors of mouse Fam108B; hit rate 0.33% among 300,000; inhibition, % at 9.51 µM; recombinant Fam108B, FP-Rh probe fluorescence polarization;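 active means inhibition above the screen mean inhibition plus 3 SD, computed separately per campaign, cut at about 18% in these data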;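 further: inhibitors lower polarization as less probe binds the enzyme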
AGP1 TOR yeast: yeast TOR pathway AGP1-GFP modulation; S. cerevisiae AGP1-GFP multiplex flow cytometry, 3 h; GFP as percent of DMSO wells; GFP response vs DMSO, % at 10 µM; hit rate 0.02% among 320,000;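 active means GFP response relative to DMSO above a set limit, near screen average plus 3 SD, cut at about 150% in these data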;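 further: median GFP channel fluorescence of the gated AGP1 strain per well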
VLA-4 inh: inhibition in a human VLA-4 binding assay; P13612; VLA-4 expressing cells, ligand binding flow cytometry; inhibition, % (about 7 µM as worked out from the volumes in the protocol); hit rate 0.2% among 330,000; in the data active means inhibition above about 50%
MEX-5 binding: C. elegans MEX-5 TCR-2 RNA binding activity | activity score (negative = inhibition of binding), % at 10 µM | Q9XUB2 | MEX-5/FITC-TCR2 RNA binding, fluorescence polarization; hits give low values | hit rate 0.38% among 300,000 | AID 1832;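 active means inhibition past about -25% in most replicates, and total fluorescence under double the plate's negative control median, limit read from the data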;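 further: 0% = DMSO and -100% = 5 µM competing unlabeled TCR2 RNA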
Target sequence (Q9XUB2 whole entry, looked up): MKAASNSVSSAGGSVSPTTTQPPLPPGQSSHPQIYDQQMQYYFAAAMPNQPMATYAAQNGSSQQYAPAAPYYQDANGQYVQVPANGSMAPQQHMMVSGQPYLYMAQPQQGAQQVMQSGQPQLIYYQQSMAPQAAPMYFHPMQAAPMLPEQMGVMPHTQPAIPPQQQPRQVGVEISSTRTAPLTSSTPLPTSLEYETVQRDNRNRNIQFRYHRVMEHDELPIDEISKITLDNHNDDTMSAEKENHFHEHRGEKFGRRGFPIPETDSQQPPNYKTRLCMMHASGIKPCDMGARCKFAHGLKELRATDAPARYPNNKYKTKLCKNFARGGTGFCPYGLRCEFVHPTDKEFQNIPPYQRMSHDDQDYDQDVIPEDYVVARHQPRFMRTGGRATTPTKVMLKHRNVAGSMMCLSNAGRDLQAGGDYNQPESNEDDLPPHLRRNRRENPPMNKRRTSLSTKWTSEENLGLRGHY
GRK2 aptamer HTS: blocks RNA aptamer binding to human GRK2; P25098; bead flow cytometry, FAM-aptamer displacement from GRK2; inhibition of aptamer binding, % at 10 µM; hit rate 0.59% among 330,000; AID 488847;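 active means inhibition of aptamer binding above 40%, roughly 3 SD of noise, on plates passing a quality check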;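 further: median bead fluorescence of bound FAM aptamer so fluorescent compounds give negative values; no value below 0 was filed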
MCL1-BIM inh: inhibitors of human MCL1 binding to BIM-BH3 peptide; GST-MCL1 / FITC-Bim-BH3 fluorescence polarization; inhibition, % at 10.9 µM; hit rate 0.68% among 320,000; Q07820; AID 2057;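 active means inhibition above the mean inhibition of all tested compounds plus 3 SD, set per campaign, cut at about 40% in these data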;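 further: 0% = DMSO wells and 100% = unlabeled Bim-BH3 peptide control; higher means more loss of mP so more displacement of Bim peptide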
Target sequence (Q07820 whole entry, looked up): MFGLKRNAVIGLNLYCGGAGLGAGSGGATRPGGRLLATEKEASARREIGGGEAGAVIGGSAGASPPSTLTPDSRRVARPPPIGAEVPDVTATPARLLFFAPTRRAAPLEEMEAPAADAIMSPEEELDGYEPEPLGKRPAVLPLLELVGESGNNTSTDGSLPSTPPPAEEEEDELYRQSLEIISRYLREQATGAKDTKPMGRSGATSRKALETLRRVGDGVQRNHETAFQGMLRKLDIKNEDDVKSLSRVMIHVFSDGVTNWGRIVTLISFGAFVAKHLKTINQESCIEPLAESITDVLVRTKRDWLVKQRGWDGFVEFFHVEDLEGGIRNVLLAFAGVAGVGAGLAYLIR
CIT2 TOR yeast: modulators of TOR pathway CIT2-GFP in S. cerevisiae | S. cerevisiae CIT2-GFP strain, flow cytometry, 3 h; 100 means same as DMSO wells | GFP response vs DMSO, % at 10 µM | hit rate 0.065% among 320,000;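 active means GFP response relative to DMSO above a set limit, near the screen mean plus 3 SD, cut at about 150% in these data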;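 further: ratio of well median GFP fluorescence to mean of DMSO wells on the plate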
Starred values were filed as active, the others as inactive; · = not tested or not shown; & = joins results of further samples.

SMILES | GLD-1 TGE inh | Bcl-xL primary | Fam108B inh | AGP1 TOR yeast | VLA-4 inh | MEX-5 binding | GRK2 aptamer HTS | MCL1-BIM inh | CIT2 TOR yeast
CC(C)(C)OC(=O)C[C@H]1C/C=C\C[C@@H](CC(=O)N(CCO)Cc2ccccc2)C(=O)N[C@H](Cc2ccccc2)COC1=O | -2 | · | · | 95 | 8 | · | 3 | · | 93
Nc1ccc(-c2nnn(CC(=O)N3CCCCC3)n2)cc1 | -1 | 2 | 5 | 103 | 0 | -2.5 | 1 | 1 | 105
CCOc1ccccc1OCC(=O)Nc1cc(S(=O)(=O)N2CCCCC2)ccc1N1CCN(CC)CC1 | 3 | -9 | -4 | 106 | 3 | -1.2 | 0 | -26 | 96
CC1Cc2ccccc2N1C(=O)CSc1nnc(NC(=O)Cc2cccs2)s1 (stereo unspecified) | 0 | 3 | -5 | 93 | -3 | 0.3 | 0 | 6 | 98
COc1cc(C(=O)N2CCN(C(=O)c3cc(-c4ccccc4)n[nH]3)CC2)cc(OC)c1OC | -2 | 3 | 1 | 99 | 9 | -1.1 | 1 | 3 | 107
O=C(C[C@@H]1C/C=C\C[C@H](NC(=O)OCC2c3ccccc3-c3ccccc32)C(=O)OC[C@H]2CCCN2C1=O)N[C@@H](CO)Cc1ccccc1 | -4 | · | · | 85 | -11 | · | 14 | · | 89
O=C(NCCC(c1ccccc1)c1ccccc1)c1cnccn1 | 4 | 1 | 3 | 109 | 7 | 1.3 | 2 | -6 | 112
O=C(NC(=O)c1ccccc1)Nc1ccc(-c2cnco2)cc1 | 4 | -2 | -3 | 101 | -9 | -1.0 | 0 | -21 | 103
CCc1ccc(-c2cc3c(=O)n(CC(=O)NCCCN4CCC(Cc5ccccc5)CC4)nc(C)n3n2)cc1 | 8 | 6 | 1 | 106 | 32 | -2.7 | 0 | 3 | 106
Cn1c(N2CCN(S(=O)(=O)c3ccc(Cl)cc3)CC2)nc2ccccc21 | -7 | 6 | -2 | 108 | -8 | 0.6 | 0 | 6 | 100
COC(=O)C1(C)CCc2cc(OC)ccc2C1=O (stereo unspecified) | -1 | 6 | 4 | 98 | 4 | -1.7 | 3 | 1 | 105
CCC(C)(C)NC(=O)CN(C(=O)CNS(=O)(=O)c1ccc(C)cc1)c1ccc2c(c1)OCCO2 | 2 | 4 | -3 | 96 | -1 | 0.7 | 2 | -2 | 99
O=C(NCCc1c[nH]c2ccccc12)C1Cc2ccccc2CN1C(=O)c1ccco1 (stereo unspecified) | 4 | -4 | 3 | 95 | -6 | -1.1 | 4 | -11 | 95
CCC1CCC(C(=O)NNC(=O)OC)CC1 (stereo unspecified) | -9 | 0 | -1 | 100 | 1 | 3.4 | 0 | -2 | 99
C=CCn1c(O)c(CN2CCN(Cc3ccccc3)CC2)c(C)c(C#N)c1=O | 23 | 29 | 2 | 108 | 0 | -4.7 | 6 | 25 | 112

Three entries from above, ordered by the number in MCL1-BIM inh, low to high.
structure | MCL1-BIM inh
O=C(NCCc1c[nH]c2ccccc12)C1Cc2ccccc2CN1C(=O)c1ccco1 (stereo unspecified) | -11
COC(=O)C1(C)CCc2cc(OC)ccc2C1=O (stereo unspecified) | 1
COc1cc(C(=O)N2CCN(C(=O)c3cc(-c4ccccc4)n[nH]3)CC2)cc(OC)c1OC | 3

The list continues:
SMILES | GLD-1 TGE inh | Bcl-xL primary | Fam108B inh | AGP1 TOR yeast | VLA-4 inh | MEX-5 binding | GRK2 aptamer HTS | MCL1-BIM inh | CIT2 TOR yeast
COCCNC(=O)CCCn1c(=O)c2cc(OC)c(OC)cc2n(CC(=O)NCCC2=CCCCC2)c1=O | 4 | 4 | -1 | 103 | 3 | 1.3 | 3 | 4 | 98
Oc1ccc(N=Cc2ccc(OCc3ccccc3)cc2)cc1 | -2 | 16 | 20* | 100 | -7 | -1.6 | 3 | 25 | 96
Cc1cc(/C=C(/C#N)C(=O)O)c(C)n1-c1cccc2ccccc12 | 6 | 4 | 1 | 94 | 12 | -0.7 | 5 | -2 | 97
N#C/C(=C\c1cn(CC(=O)N2CCCCC2)c2ccccc12)C(=O)NCc1ccc2c(c1)OCO2 | -5 | 3 | -8 | 98 | 10 | 2.4 | 2 | -5 | 102
O=C(Nc1ccc(NC(=O)c2ccc(Cl)cc2Cl)cc1)c1ccc2c(c1)OCO2 | -7 | 0 | -3 | 101 | -6 | -1.4 | 1 | -3 | 95
COC(=O)CCCNC(=O)c1ccc2[nH]c(C)c(C)c2c1 | -9 | 0 | -5 | 93 | 8 | -1.4 | 1 | 8 | 91
Cc1ccc(S(=O)(=O)N2CCN(C(=O)c3cccs3)CC2)cc1C | 1 | 6 | 0 | 105 | 9 | 2.2 | 1 | 4 | ·
COc1cc(Cc2nccc3cc(OC)c(OC)cc23)c(S(=O)(=O)O)cc1OC | -5 | 6 | -1 | 102 | 9 | 0.6 | 12 | 17 | 105
O=C(OCc1ccccc1)/C(=C/c1ccc(Cl)cc1)NC(=O)c1ccccc1Cl | -6 | 0 | 0 | 104 | 10 | -1.0 | 1 | 2 | 112
COC(=O)c1ccc(S(=O)(=O)NCc2ccc(S(N)(=O)=O)cc2)o1 | 7 | 5 | -3 | 104 | 3 | 1.2 | 0 | 10 | 92
CCCCn1nnc(NC(=O)c2ccc([N+](=O)[O-])cc2Cl)n1 | 4 | 1 | 2 | 106 | -18 | 2.0 | 0 | 4 | 97
O=C(CSc1ccc([N+](=O)[O-])cn1)Nc1ccc2c(c1)OCCO2 | -5 | 3 | -2 | 89 | 26 | -0.2 | 3 | -5 | 88
Cc1c(Cl)cccc1NC(=O)Nc1ccc(C(=O)N2CCCC2)cc1 | 4 | 4 | -5 | 97 | 5 | 4.3 | 1 | 7 | 102
CCc1sc(NC(C)=O)nc1-c1ccccc1 | 1 | 5 | 3 | 92 | 1 | 0.6 | 2 | 8 | 100
COCCNC(=O)Cn1nc(-c2ccc(C)cc2)ccc1=O | · | · | · | 104 | -4 | 0.1 | 0 | · | 106
O=c1cc(Cn2ccnc2)c2cc(O)ccc2o1 | · | · | · | 96 | 19 | -0.7 | 11 | · | 101
O=C1OCC(c2ccccc2)=C1c1ccccc1 | -1 | 2 | 2 | 96 | -2 | -0.6 | 0 | 6 | 95
Cc1oc(-c2ccc(Cl)cc2)nc1CS(=O)CC(=O)NCc1cccs1 (stereo unspecified) | 1 | 0 | -3 | 98 | 15 | -0.3 | 0 | 0 | 102
c1ccc2c(c1)nnn1c3ccccc3nc21 | 3 | -2 | -4 | 94 | 30 | 2.3 | 0 | 3 | 96
Cc1cc(=O)[nH]c(SCC(=O)Nc2nc(-c3ccccc3)c(-c3ccccc3)o2)n1 | 6 | 3 | 2 | 97 | 10 | 1.6 | 0 | -2 | 100
Cn1c(=O)c2ccccc2n(Cc2cccc(F)c2)c1=O | 0 | 3 | -4 | 95 | 6 | -0.6 | 0 | 10 | 91
CCCN(Cc1nc2cc(Cl)ccc2c(=O)[nH]1)C(=O)c1ccc(S(=O)(=O)N2CCCC2)cc1 | -5 | -1 | · | 94 | 10 | · | 0 | -2 | 91
O=C(NC(=S)Nc1ccc(N2CCOCC2)cc1)c1cccs1 | 3 | 9 | 1 | 87 | 13 | -1.9 | 2 | 8 | 91
Cc1cc(S(=O)(=O)N2CCOCC2)ccc1OCC(=O)N1CCCCC1 | 4 | 1 | 2 | 94 | 5 | 0.5 | 2 | -5 | 90
CN(Cc1cccc(Cl)c1)C(=O)C1CCC(=O)N(C2CC2)C1 (stereo unspecified) | 3 | -2 | -1 | 104 | 8 | 0.8 | 1 | -6 | 111
O=C(CN1C(=O)NC2(CCCCCCC2)C1=O)NC(=O)NCc1ccco1 | 6 | 2 | -3 | 87 | 7 | -1.5 | 0 | -2 | 82
O=C(c1ccncc1)c1ccc(N2CCN(C3CC(=O)N(Cc4ccccc4)C3=O)CC2)cc1 (stereo unspecified) | -5 | 7 | 1 | 98 | -10 | 1.0 | 1 | 8 | 103
Cc1nc2cc(NS(=O)(=O)c3ccccc3F)ccc2s1 | -5 | 0 | 4 | 104 | 0 | -4.2 | 0 | 6 | 86
CSc1ncccc1C(=O)OCC(=O)NC1CCCC1 | 0 | 3 | · | 101 | 7 | · | 0 | 2 | 97
O=C(COc1ccc(F)cc1F)NNC(=O)Nc1cccc([N+](=O)[O-])c1 | 3 | 3 | 0 | 110 | 2 | 4.1 | 12 | 1 | 103
O=C(CCCCn1c(=O)c2ccccc2n(CC(=O)Nc2ccccc2)c1=O)NCc1ccco1 | -1 | 5 | 1 | 97 | -4 | 1.2 | 4 | -3 | 89
CCn1nc(NC(=O)c2ccncc2)c2cc3cc(C)ccc3nc21 | 6 | 6 | -5 | 92 | -7 | -1.6 | 0 | 6 | 103
FC(F)(F)c1nnc2sc(-c3cccs3)nn12 | 4 | -1 | 3 | 101 | 13 | -1.5 | 0 | -7 | 99
COC(=O)C1(Cc2cc(-c3ccc(OC)cc3OC)no2)CCN(C(=O)OC(C)(C)C)CC1 | 3 | -6 | -14 | 86 | -14 | 0.8 | 4 | -7 | 85
CC(C)[N+]1(C)[C@@H]2CC[C@H]1CC(OC(=O)C(CO)c1ccccc1)C2 (stereo partly specified) | 5&6&4 | -3&3&6 | -1&6&2 | 94&93&82 | 8&11&-5 | -0.8 | 0&1&1 | 4&7&4 | 89&91&75
COc1ccc(CCNC(=O)CCc2ccc(S(=O)(=O)NCC(C)C)cc2)cc1 | -4 | -1 | 1 | 103 | 7 | 0.2 | 1 | 2 | 99
c1ccc(-c2nnc(-c3c[nH]c4ccccc34)nc2-c2ccccc2)cc1 | 3 | 3 | -15 | 91 | 24 | 0.4 | 0 | 7 | 91
CCCc1cc(=O)oc2cc(C)cc(OCC(=O)N[C@@H](CSCc3ccccc3)C(=O)O)c12 | -2 | 6 | -4 | 98 | 6 | -0.6 | 0 | 7 | 88
CC(C)Oc1ccc(N2CC(C(=O)Nc3ccc(N4CCOCC4)cc3)CC2=O)cc1 (stereo unspecified) | 9 | 5 | -1 | 105 | 7 | 4.0 | 0 | 6 | 104
COCCCn1c(C(C)C)nc2oc3cc(OC)ccc3c(=O)c2c1=O | 0 | 1 | -7 | 98 | 0 | -0.1 | 8 | 0 | 102
CC(=O)Nc1c([N+](=O)[O-])cc(C)c(Cl)c1[N+](=O)[O-] | 13 | 5 | 1 | 97 | 0 | 0.9 | 0 | 8 | 105
COc1ccc(CN2CC(C(=O)NCC3CCCO3)CC2=O)cc1 (stereo unspecified) | 8 | 2 | -2 | 109 | -7 | -0.4 | 0 | -2 | 102
O=C(c1n[nH]c2ccccc12)N1CCN(S(=O)(=O)c2ccc3ccccc3c2)CC1 | -1 | -3 | -16 | 106 | 2 | -0.3 | 0 | -1 | 104
CC(C)c1ccc(S(=O)(=O)/N=C2/C=C(Sc3ncn[nH]3)C(=O)c3ccccc32)cc1 | 14 | 25 | 58* | 95 | -356 | · | 0 | 33 | 81
N#C/C(=C\c1ccc(N2CCCCC2)o1)C(N)=O | -223 | -142 | -1 | 108 | 2 | 40 | 3 | -207 | 98
COCCCn1c(=O)c2sccc2n2c(CCCC(=O)NCc3ccccc3)nnc12 | 3 | -1 | 2 | 101 | -10 | -1.9 | 4 | -7 | 105
CCN(CC)Cc1c(O)ccc2occ(C(=O)c3ccc(OC)cc3)c12 | -6 | 5 | 1 | 94 | -4 | 1.9 | 1 | 6 | 97
Cc1ccccc1CSCCNC(=O)CCSc1ccccc1 | 7 | 0 | -1 | 104 | 8 | 3.8 | 5 | 2 | 100
